High-throughput results deposited in PubChem by Broad Institute.
INS-1E GSIS act = GLuc luminescence reporter in INS-1E cells, primary screen for activators of glucose-dependent secretion of insulin; INS-1E GLuc reporter insulin secretion, 2-3 h; activation, % at 16.6 µM; actives 0.61% (n = 370,000);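 active means lowest replicate activation of at least 40%, so every replicate reaches that level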;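 further: 0% = median of neutral control wells and 100% = median of IBMX positive control wells; some compounds called inactive have numbers as strong as hits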
miR-122 sensor = miR-122 Renilla sensor signal increase in Huh7, primary screen, miR-122 inhibitor project, cell-based, single point, plate reader; activation (reporter increase), % at 12.5 µM; AID 602342, 2012; actives 0.3% (n = 340,000); Huh7 miR-122 Renilla luciferase sensor, 48 h; neutral wells = 0, positive control = 100;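 active means mean replicate activation score at least 90 and every replicate individually at or above 90; inconclusive means only one of the two criteria met; inactive means neither criterion met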;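 further: higher luciferase means less miR-122 activity so hits act as miR-122 inhibitors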
Cneo AK release = Cryptococcus neoformans cell lysis inducers, primary screen, AK release luminescence, single concentration | C. neoformans lysis, adenylate kinase release luminescence, 4 h; normalised: neutral wells 0, clomiphene wells 100 | lysis activity, % at 15 µM | actives 0.2% (n = 360,000) | AID 651654, 2012;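 active means mean lysis activity across replicates of at least 80%, whatever share of replicates individually reach that level; inactive means mean lysis activity below 80%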
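Assay system: Cryptococcus neoformans yeast cells / Dosing: single-point compound dose / Timing: 4 h at 37 °C static, read 1 h later / Measured by: luminescence of released adenylate kinase using an AK detection reagent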
PglD inh = C. jejuni PglD acetyltransferase inhibitors, primary screen, biochemical, DTNB colorimetric, single point | purified PglD enzyme, DTNB colorimetric CoA detection | actives 0.098% (n = 360,000) | UDP-N-acetylbacillosamine N-acetyltransferase PglD (Campylobacter jejuni) | AID 602405, 2012 | inhibition, % at 12.5 µM; in the data active means inhibition above about 16%, passing the limit was not always enough; inconclusive means no clear call, values can overlap the other calls; further: strong numbers were not always called active
C2C12 statin = suppressors of statin myotoxicity in C2C12 myotubes, primary screen, cell-based, single point, plate reader; C2C12 myotubes + simvastatin, ATP luminescence, 48 h; scaled: DMSO 0, geranylgeraniol control 100; rescue of ATP level, % at 7.49 µM; actives 0.78% (n = 330,000);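 active means mean ATP rescue above about 67%, or every replicate alone reaching that limit, limit read from the data, passing the limit was not always enough; inconclusive means no clear call, values can overlap the other calls; inactive means mean under the limit and some replicate under it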;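 further: myotubes were challenged with 10 µM simvastatin during compound exposure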
PGC1a acetyl inh = inhibitors of PGC1a acetylation signal, primary screen, cell-based, U2OS, AlphaScreen, inhibitor mode; AID 651687, 2012; inhibition, % at 15.6 µM; AlphaScreen anti-acetyl-lysine; with virally co-expressed GCN5 acetyltransferase; actives 0.17% (n = 350,000);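 active means every replicate shows inhibition of at least 40%; inconclusive means mean inhibition at least 40% but some replicate below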;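 further: 0% = neutral control wells and 100% = positive control wells; some results beyond the cut were filed as inactive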
FN deposition inh = inhibitors of fibronectin matrix deposition, primary screen, AH1F cells, Alexa488-fibronectin fluorescence, plate reader; AH1F fibroblasts, overnight; inhibition, % at 12.6 µM; actives 0.086% (n = 350,000); AID 743247, 2014;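 active means mean inhibition across replicates of 30% or more, regardless of how many single replicates reach that level; inconclusive means mean under 30% yet at least half of replicates reach 30%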;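 further: positive control wells lacked labelled fibronectin entirely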
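material = AH1F fibroblast monolayer depositing Alexa488-labelled fibronectin into matrix | amount = 10000 AH1F cells/well | buffer or medium = DMEM plus 2% serum, read in PBS | incubation = 1 h cell adhesion before compound, then overnight fibronectin incubation | detection = fluorescence at 485 nm excitation, 525 nm emission | evaluation = percent inhibition as loss of matrix-bound fibronectin fluorescence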
F508del corr = F508del CFTR correction, initial screen, CFBE line, single point; activity (quench increase), % at 7.58 µM; CFBE cells, YFP halide quenching; stimulated with forskolin plus potentiator P3; % fluorescence drop versus neutral controls; actives 0.36% (n = 350,000); AID 720511, 2013;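 active means mean added fluorescence quench of at least 8% versus neutral control, with both replicates also reaching 8%; inconclusive means only one of the mean or replicate conditions met; inactive means mean below 8% and not both replicates reaching 8%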;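 further: cells transiently co-express mutant CFTR-F508del with the halide-sensitive YFP; corrector assay measuring rescue of mutant channel to the surface after 24 h compound exposure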
Active calls of the source: *; ? = inconclusive; . = no result given; [ ] = dose if it differs, or a comment. Hits appear at their usual frequency. About 2.1% of those tested had a hit in this group.

SMILES	INS-1E GSIS act	miR-122 sensor	Cneo AK release	PglD inh	C2C12 statin	PGC1a acetyl inh	FN deposition inh	F508del corr
O=C(CNC(=O)c1ccccc1Cl)OCC(=O)N1CCc2ccccc21	-1	0	-8	10	9	-1	-11	-0.4
C[C@@H]1CN([C@@H](C)CO)C(=O)c2cc(C#Cc3cccnc3)cnc2O[C@@H]1CN(C)S(C)(=O)=O	10	1[16.7 µM]	3	0	0	-4	.	0.2
C[C@@H]1CN([C@@H](C)CO)C(=O)Cc2cc(NC(=O)Nc3cccc4ccccc34)ccc2O[C@H]1CN(C)S(C)(=O)=O	8	0[16.7 µM]	19	12	20	-4	.	1.0
CCN(c1ccc(OC)cc1)S(=O)(=O)c1ccc2c(c1)CCN2C(=O)CCC(=O)O	-3	2	3	-15	50	2	.	.
Cc1ccc(S(=O)(=O)n2c(N)nc3cc(C)c(C)cc32)cc1	-3	-1	23	-2	28	.	.	2.2
CCOC(=O)Cn1cc(/C=C(/C#N)C(=O)NC(C)C)c2ccccc21	-15	0	-5	0	8	?	9	-0.8
CNC[C@H]1OCCCC[C@@H](C)Oc2ccc(NS(=O)(=O)c3ccc(Cl)cc3)cc2C(=O)N([C@@H](C)CO)C[C@H]1C	8	18[16.7 µM]	1	0	-37	-19	.	-0.6
O=C(O)C1CCCN1C(=O)NC1CCCCC1 (stereo unspecified)	10	-1	0	-2	-6	.	2	1.6
O=C(OCC(=O)N1CCN(c2ccccc2)CC1)C1CCCN1S(=O)(=O)c1ccc(Cl)cc1 (stereo unspecified)	-20	1	1	-1	21	10	2	0.5
CCOC(=O)C1CCN(C(=O)CCNC(=O)c2cc(OC)c(OC)c(OC)c2)CC1	1	-2	-1	-4	2	-12	3	.
CCN=C(NCC)SC1CC(=O)N(c2cccc(OCC)c2)C1=O (stereo unspecified)	.	-7	0	-6	-13	-3	.	.
Cc1onc(-c2ccccc2)c1C(=O)NCCSCc1ccco1	-16	.	1	6	5	.	-6	-0.8
COc1ccccc1OCC(=O)Nc1ccccc1C(=O)N1CCCCC1	18	1	0	-3	.	3	1	1.7
CC(OC(=O)CCN=C1NS(=O)(=O)c2ccccc21)C(=O)N(C)C1CCCCC1 (stereo unspecified)	2	0	1	4	19	9	-9	-1.9
O=C(Cc1ccccn1)N1CC2(C1)[C@H](c1ccccc1)[C@@H](CO)N2C(=O)c1ccncc1	13	.	.	.	.	-3	-11	-0.5

3 structures already listed, ordered by SMILES length, low to high:
SMILES	INS-1E GSIS act	miR-122 sensor	Cneo AK release	PglD inh	C2C12 statin	PGC1a acetyl inh	FN deposition inh	F508del corr
COc1ccccc1OCC(=O)Nc1ccccc1C(=O)N1CCCCC1	18	1	0	-3	.	3	1	1.7
O=C(CNC(=O)c1ccccc1Cl)OCC(=O)N1CCc2ccccc21	-1	0	-8	10	9	-1	-11	-0.4
O=C(Cc1ccccn1)N1CC2(C1)[C@H](c1ccccc1)[C@@H](CO)N2C(=O)c1ccncc1	13	.	.	.	.	-3	-11	-0.5

New compounds follow
SMILES	INS-1E GSIS act	miR-122 sensor	Cneo AK release	PglD inh	C2C12 statin	PGC1a acetyl inh	FN deposition inh	F508del corr
COCCn1cnc2c1c(=O)n(Cc1cc(C(C)=O)ccc1OC)c(=O)n2Cc1ccccc1	2	-5	1	-2	0	.	0	0.6
CCOC(=O)N1CCN(C2CC(=O)N(c3ccccc3)C2=O)CC1 (stereo unspecified)	11	-5	0	2	-7	1	.	1.7
CSCCC(NC(N)=O)C(=O)NCc1ccc(Cl)cc1 (stereo unspecified)	.	-5	2	1	0	-5	7	.
CN(C)CCN1C(=O)C(O)=C(C(=O)c2cc3ccccc3o2)C1c1cccc(Br)c1 (stereo unspecified)	.	-9	0	2	3	.	-20	.
C[C@H]1CN([C@@H](C)CO)C(=O)c2cccc(NC(=O)Nc3ccccc3)c2O[C@H]1CN(C)S(=O)(=O)c1cn(C)cn1	8	-5[16.7 µM]	0	-3	.	3	.	1.0
OC(c1ccc(Cl)c(F)c1)c1ncc(-c2cccc(F)c2)[nH]1 (stereo unspecified)	-39	124*	0	10	7	.	1	-1.9
COc1ccccc1NC(=O)CCSc1nnnn1C	.	-3	1	-1	.	14	0	.
COc1ccc(S(=O)(=O)NC2CC(=O)N(c3ccccc3)C2)cc1C (stereo unspecified)	9	.	-3	8	.	.	-6	0.4
CCOC(=O)/C(C#N)=C/Nc1cc(F)ccc1C	.	-6	8	0	-7	5	-3	-4.6
CN(C)CCCNC(=O)c1cc(C(=O)c2ccc(F)cc2)c[nH]1	4	-5	0	-1	0	24	5	1.8
O=C(NC1CCC1)[C@@H]1[C@@H](CO)[C@@H]2Cn3c(cccc3=O)[C@@H]2N1CCc1ccccc1	27	.	-3	-2	8	.	.	.
c1ccc(SCCCCN2CCOCC2)cc1	3	.	3	-7	-5	.	0	-1.9
CC(=O)N(c1c(C)n(C)n(-c2ccccc2)c1=O)C1(C(=O)NC2CCCCC2)CCCCC1	.	20	-7	-2	-12	-10	10	.
O=C(c1cc(Br)ccc1OC(F)F)N1CCN2CCCC2C1 (stereo unspecified)	17	.	-2	2	4	.	3	-0.4
CCN(C(=O)CSc1nc2ccc(OC)cc2[nH]1)C1CCS(=O)(=O)C1 (stereo unspecified)	7	.	3	-2	6	.	1	-2.1
C/C(=N/NS(=O)(=O)c1cccc([N+](=O)[O-])c1)c1ccc2c(c1)OCO2	-4	-2	2	-4	20	3	-1	1.8
CCCCC(=O)N(Cc1nc2sc(C)c(C)c2c(=O)[nH]1)C1CCCC1	-37	.	.	.	.	8	-8	1.6
CCOCCc1nnc(NC(=O)C2CCN(C(=O)c3ccco3)CC2)s1	-5	-1	-4	-4	9	.	7	0.3
O=C(NCc1ccc(F)cc1)c1cc(C2CCCCN2S(=O)(=O)c2ccccc2)on1 (stereo unspecified)	-15	21	-4	8	19	10	-4	1.7
Cc1onc(-c2ccccc2)c1C(=O)NNC(=S)NC(=O)/C=C/c1cccs1	-15	10	-3	-3	.	.	.	.
O=C(Nc1cccc(Cl)c1)N[C@@H]1CC[C@@H](CCn2cc(Cc3ccccc3)nn2)O[C@@H]1CO	7	-5[16.7 µM]	61	-5	4	-7	-2	2.0
Cc1cc(C)c(C)c(S(=O)(=O)NCC(=O)Nc2ccc(F)cc2)c1C	12	59	0	-1	5	8	6	-1.4
Cc1nn(-c2ccc(F)cc2)c(C)c1CN1CCN(CCC(C)C)C(CCO)C1 (stereo unspecified)	-18	5	4	2	-4	0	-9	-1.5
COc1cccc(CN(C)C[C@H]2OCc3cn(nn3)CCCC(=O)N([C@@H](C)CO)C[C@@H]2C)c1	1	5[16.7 µM]	6	-2	5	0	-3	3.6
CC(C)CCn1c(S(=O)(=O)O)nc2ccccc21	.	-1	0	-2	4	-8	.	.
COc1cc(/C=C2\CCc3ccccc3C2=O)cc(OC)c1OC	-7	-4	-1	-3	-5	9	-2	.
C[C@@H]1CN([C@H](C)CO)C(=O)c2cc(NC(=O)C3CCCCC3)ccc2O[C@H]1CN(C)S(C)(=O)=O	2	-1[16.7 µM]	-3	-5	-13	.	.	-1.3
COc1ccccc1S(=O)(=O)NCc1ccc(C(=O)N(C)Cc2ccc(F)cc2)cc1	.	.	.	.	6	5	0	-0.6
Cc1cc(=O)oc2cc3c(cc12)OCCN3	.	-3	-3	5	29	10	-8	.
COC(=O)c1ccc(NC(=O)Cn2c([N+](=O)[O-])cnc2C)cc1	-7	-7	0	-1	-1	.	-3	-3.6
COc1ccc([N+](=O)[O-])cc1NC(=O)C1C2C=CC(C2)C1C(=O)O (stereo unspecified)	-3	5	1	-3	5	8	5	0.1
O=C(c1ccsc1)N1CCCC(Nc2cccc(F)c2)C1 (stereo unspecified)	22	.	-3	9	-8	.	7	1.7
Cc1ccc(C(=O)Nc2ccc(Oc3ccc(C(=O)O)c(C(=O)O)c3)cc2)cc1C	.	-6	-10	-4	.	0	.	.

In another format: results already given.
Below each SMILES: INS-1E GSIS act, miR-122 sensor, Cneo AK release, PglD inh, C2C12 statin, PGC1a acetyl inh, FN deposition inh, F508del corr
- C/C(=N/NS(=O)(=O)c1cccc([N+](=O)[O-])c1)c1ccc2c(c1)OCO2
→ -4, -2, 2, -4, 20, 3, -1, 1.8
- CCCCC(=O)N(Cc1nc2sc(C)c(C)c2c(=O)[nH]1)C1CCCC1
→ -37, ., ., ., ., 8, -8, 1.6
- CCOCCc1nnc(NC(=O)C2CCN(C(=O)c3ccco3)CC2)s1
→ -5, -1, -4, -4, 9, ., 7, 0.3
- O=C(NCc1ccc(F)cc1)c1cc(C2CCCCN2S(=O)(=O)c2ccccc2)on1 (stereo unspecified)
→ -15, 21, -4, 8, 19, 10, -4, 1.7
- Cc1onc(-c2ccccc2)c1C(=O)NNC(=S)NC(=O)/C=C/c1cccs1
→ -15, 10, -3, -3, ., ., ., .
- O=C(Nc1cccc(Cl)c1)N[C@@H]1CC[C@@H](CCn2cc(Cc3ccccc3)nn2)O[C@@H]1CO
→ 7, -5[16.7 µM], 61, -5, 4, -7, -2, 2.0
- Cc1cc(C)c(C)c(S(=O)(=O)NCC(=O)Nc2ccc(F)cc2)c1C
→ 12, 59, 0, -1, 5, 8, 6, -1.4
- Cc1nn(-c2ccc(F)cc2)c(C)c1CN1CCN(CCC(C)C)C(CCO)C1 (stereo unspecified)
→ -18, 5, 4, 2, -4, 0, -9, -1.5
- COc1cccc(CN(C)C[C@H]2OCc3cn(nn3)CCCC(=O)N([C@@H](C)CO)C[C@@H]2C)c1
→ 1, 5[16.7 µM], 6, -2, 5, 0, -3, 3.6
- CC(C)CCn1c(S(=O)(=O)O)nc2ccccc21
→ ., -1, 0, -2, 4, -8, ., .
- COc1cc(/C=C2\CCc3ccccc3C2=O)cc(OC)c1OC
→ -7, -4, -1, -3, -5, 9, -2, .
- C[C@@H]1CN([C@H](C)CO)C(=O)c2cc(NC(=O)C3CCCCC3)ccc2O[C@H]1CN(C)S(C)(=O)=O
→ 2, -1[16.7 µM], -3, -5, -13, ., ., -1.3
- COc1ccccc1S(=O)(=O)NCc1ccc(C(=O)N(C)Cc2ccc(F)cc2)cc1
→ ., ., ., ., 6, 5, 0, -0.6
- Cc1cc(=O)oc2cc3c(cc12)OCCN3
→ ., -3, -3, 5, 29, 10, -8, .
